RGS4 inhibitor: blocks human RGS4-accelerated GTP hydrolysis. 390,000 tested, 0.039% active. Transcreener GDP fluorescence polarization, RGS4-accelerated GTP hydrolysis. Potency, µM (series often up to 114 µM), inactives show at the highest dose activity change, negative = inhibition, actives largely listed as inhibitors. AID 504845. P49798; note: % is set by controls: 0 for no effect and ±100 for the full control effect; nearly all actives have a fitted effect of over 75% in size; some results filed as inactive show a strong effect at the top dose
Target sequence (P49798 whole entry, looked up): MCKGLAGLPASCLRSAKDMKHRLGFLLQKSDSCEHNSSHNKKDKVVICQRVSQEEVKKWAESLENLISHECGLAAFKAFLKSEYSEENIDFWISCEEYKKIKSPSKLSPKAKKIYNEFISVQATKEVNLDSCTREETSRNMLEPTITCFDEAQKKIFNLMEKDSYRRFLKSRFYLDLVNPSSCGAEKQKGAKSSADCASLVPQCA
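MLSMR compounds (23 nl, pin-transferred) preincubated 10 min at room temperature with a 500nM (2x) first reagent, then RGS4 at 900nM (2x) plus Transcreener GDP mix added; fluorescence polarization (620/688 nm) read before and after 90 min at 30 °C.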
TrxR1 substrate: rat thioredoxin reductase 1 substrate activity | Potency, µM (highest dose often 114 µM), for inactives: top-dose activity change, negative = substrate turnover | O89049 | 390,000 tested, 0.01% active | purified TrxR1 substrate turnover, NADPH consumption readout | AID 588456; note: % is set by controls: 0 for no effect and ±100 for the full control effect; nearly all actives have a fitted effect of over 50% in size
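Rat TrxR1, dispensed at 90 nM, was prereduced with 400 uM NADPH (final) for 5 min at ~22 deg C, then incubated with compound 15 min before 400 uM selenite. A first-read NADPH fluorescence drop versus no-compound background flagged substrates.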
USP1-UAF1 inh: USP1/UAF1 (human) deubiquitinase inhibition. recombinant USP1/UAF1, Ub-Rhodamine cleavage fluorescence. 390,000 tested, 0.23% active. AID 743255. Potency, µM (highest dose often 57.1 µM), for inactives: at the top dose activity change, negative = inhibition, most hits filed as inhibitors. O94782; note: % is set by controls: 0 for no effect and ±100 for the full control effect; nearly all actives have a fitted effect of over 60% in size; inactives centre near -12
Target sequence (O94782 whole entry, looked up): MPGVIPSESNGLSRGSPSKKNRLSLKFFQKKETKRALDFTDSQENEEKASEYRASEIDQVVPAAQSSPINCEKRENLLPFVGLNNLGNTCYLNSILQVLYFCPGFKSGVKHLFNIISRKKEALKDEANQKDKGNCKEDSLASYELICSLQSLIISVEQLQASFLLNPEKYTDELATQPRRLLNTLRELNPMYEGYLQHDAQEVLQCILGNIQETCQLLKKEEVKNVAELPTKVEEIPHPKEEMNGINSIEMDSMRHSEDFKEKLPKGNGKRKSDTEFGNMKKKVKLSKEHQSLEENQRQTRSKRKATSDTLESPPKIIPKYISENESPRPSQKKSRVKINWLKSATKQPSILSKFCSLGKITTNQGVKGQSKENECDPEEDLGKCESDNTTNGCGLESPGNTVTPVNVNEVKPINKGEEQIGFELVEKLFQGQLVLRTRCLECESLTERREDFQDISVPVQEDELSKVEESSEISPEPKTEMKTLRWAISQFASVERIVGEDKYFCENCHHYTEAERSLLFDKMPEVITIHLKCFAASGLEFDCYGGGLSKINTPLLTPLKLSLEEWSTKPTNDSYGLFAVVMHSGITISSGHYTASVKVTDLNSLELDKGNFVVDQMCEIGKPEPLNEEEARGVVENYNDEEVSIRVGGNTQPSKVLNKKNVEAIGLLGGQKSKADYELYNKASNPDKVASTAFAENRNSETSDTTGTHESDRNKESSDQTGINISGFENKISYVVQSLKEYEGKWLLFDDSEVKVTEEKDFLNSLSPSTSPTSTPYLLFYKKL
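1 nM enzyme complex + cpd, 15 min RT; start with Ub-Rho 150nM final; kinetic fluorescence ex 480/em 540, 6 reads q60 s. Buffer 50mM HEPES pH 7.8, 0.5mM EDTA, 0.1 mg/ml BSA, 1mM TCEP, 0.01% Tween-20.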
IDH1 R132H inh: blocks human mutant IDH1 R132H enzyme; O75874; Potency, µM (series often up to 76.6 µM), for inactives: at the highest dose activity change, negative = inhibition, actives largely listed as inhibitors; 390,000 tested, 0.093% active; IDH1-R132H enzyme, NADPH consumption, diaphorase/resazurin fluorescence; note: % is set by controls: 0 for no effect and ±100 for the full control effect; nearly all actives have a fitted effect of over 65% in size
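IDH1-R132H (0.5 ug/mL) preincubated 30 min with compound, then NADPH (0.016 mM) and alpha-KG (2 mM) added; 80 min at RT, pH 7.5. Remaining NADPH coupled via diaphorase/resazurin to fluorescence (540/590 nm); concentration-response curves normalized to no-enzyme control.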
ALOX12 inh: inhibitors of human 12S-lipoxygenase ALOX12; AID 1671190; purified 12hLO, xylenol orange hydroperoxide absorbance; Potency, µM (top dose mostly 108 µM), inactives show top-dose activity change, negative = inhibition, most hits filed as inhibitors; 580,000 tested, 1.1% active; note: % is set by controls: 0 for no effect and ±100 for the full control effect
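Hydroperoxide product was detected by ferrous iron/xylenol orange as the 573 to 405 nm absorbance ratio. Arachidonic acid at 40 uM (final) was turned over for 30 min at room temperature by 150 nM human 12hLO, pH 7.0 Hepes buffer, after 15 min compound preincubation.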
Vif-A3F inh: Vif-A3F binding inhibition; AID 602313; Potency, µM (series often up to 46.1 µM), without a hit: at the highest dose activity, negative = active; HeLa A3F-eYFP + Vif (tagged APOBEC3F with the HIV-1 protein that degrades it), YFP fluorescence increase; 390,000 tested, 0.2% active; note: % of control where 0% means no effect; nearly all actives have a fitted effect of over 65% in size
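Fluorescence increase (Ex 488/Em 500-530) after overnight compound treatment at 37 deg C flags inhibition of Vif-driven A3F-eYFP loss in stable HeLa A3F-eYFP/Vif cells seeded overnight beforehand.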
rTrxR1 inhibitor: blocks rat thioredoxin reductase 1; O89049; recombinant rTrxR1, NADPH fluorescence consumption, selenite substrate; Potency, µM (titrated, usually from 114 µM), inactives show at the highest dose activity change, negative = inhibition, hits mostly inhibitors; 390,000 tested, 1% active; AID 588453; note: % is set by controls: 0 for no effect and ±100 for the full control effect; nearly all actives have a fitted effect of over 65% in size
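Rat TrxR1 (90 nM in the dispensed reagent) was pre-reduced with 400 uM NADPH for 5 min at room temperature, then incubated with compound for 15 min. After 400 uM selenite was added, NADPH fluorescence (Ex 340/Em 450 nm) was followed for 8 min.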
RXFP1 ag: activates the human relaxin receptor RXFP1; HEK293T-RXFP1 cAMP TR-FRET, 30 min; response scale: percent of porcine relaxin response, buffer zero; Potency, µM (highest dose often 57.5 µM), without a hit: top-dose activation, most hits filed as activators; 370,000 tested, 0.3% active; AID 2676; note: % is set by controls: 0 for no effect and ±100 for the full control effect; nearly all actives have a fitted effect of over 60% in size; many of its hits are not listed in these tables
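Agonist response is measured as cAMP accumulation in an RXFP1-transfected HEK293T line under PDE4 inhibition. Values are scaled between buffer-only and 29 nM porcine relaxin, and EC50s come from standard Hill equation fits.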
Vif-A3G inh: Vif-A3G binding inhibition; Q9HC16; HeLa A3G-eYFP + Vif (tagged APOBEC3G with the HIV-1 protein that degrades it), YFP fluorescence, overnight; Potency, µM (doses to about 46.1 µM), for inactives: at the highest dose activity, negative = active, actives largely listed as inhibitors; 410,000 tested, 0.076% active; AID 602310;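 note: % is set by controls: 0 for no effect and ±100 for the full control effect; nearly all actives have a fitted effect of over 60% in size; hits raise eYFP signal because A3G escapes Vif-driven loss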
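Read-out is eYFP fluorescence (Ex 488/Em 500-530) from Vif-expressing HeLa A3G-eYFP cells; more signal means A3G escaped Vif-mediated degradation. Cells plated overnight, compound pinned in, incubated overnight at 37 deg C.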
Starred values were filed as active, the others as inactive; ? = inconclusive; nt = not tested or not shown; [ ] = dose if it differs, or a comment. Calls come from the whole dose curve; as a rule, active = well fitted curve in the direction sought with a large enough effect; inconclusive = small, poorly fitted or top-dose-only effect, or another doubt; inactive = no such curve, though single readings can be large; an effect the other way counts as inactive or inconclusive. Potency is the fitted concentration of half-maximal effect.

Fields – IDH1 R132H inh	RXFP1 ag	Vif-A3F inh	RGS4 inhibitor	Vif-A3G inh	TrxR1 substrate	USP1-UAF1 inh	ALOX12 inh	rTrxR1 inhibitor
CCC(=O)N1CCN(c2ccc(NC(=O)c3ccc(N4CCCC4)c([N+](=O)[O-])c3)cc2)CC1
  4.7%	0.1%	-13.5%	-14.6%	5.6%	-2.4%	-4.9%	3.3%	-4.5%[57.1 µM]
CC(C)COc1cccc(C(=O)N2CCN(C(=O)c3ccco3)CC2)c1
  13.4%	-0.6%	-5.9%	0.9%	1.5%	1.5%	-11.2%	-20.6%	12.0%
Clc1cccc(CON/C=N/c2ncnc3sccc23)c1
  3.6%	1.7%	1.4%	-25.3%	-3.4%	-7.9%	-13.3%	?	-2.3%
O=C1C=C(c2c(O)ccc3ccccc23)c2ccccc2C1=O
  24.2%	nt	-9.6%	?	2.4%	79.4µM*	28.2µM*	44.7µM*	?
O=C1NC(=O)/C(=C\c2ccc(N3CCOCC3)o2)N1
  -1.3%	-5.0%	-24.0%	?	5.2%	-22.4%	-11.0%	20µM*	8.91µM*
CC1(C)OC1(C#N)c1ccccc1 (stereo not given)
  2.6%	nt	-5.6%	7.3%	0.5%	-2.3%	5.4%	3.1%	14.3%
CCOC(=O)C1(C)NC(c2ccco2)C2C(=O)N(c3ccc(C)cc3)C(=O)C21 (stereo not given)
  -5.2%	0.9%	nt	5.4%	-3.5%	-0.2%	-3.1%	0.0%	-19.8%
COc1ccc(NC(=O)CSc2nnc3ccc(-c4cccnc4)nn23)cc1OC
  1.9%	2.8%	3.7%	-19.9%	2.7%	-4.3%	-20.3%	7.6%	0.6%
O=C(O)CCc1ccc(-c2cccs2)n1NC(=O)c1ccc(Cl)cc1Cl
  9.6%	-0.9%	2.7%	8.1%	-4.9%	7.0%	-0.6%	?	?
N#Cc1nc(-c2cccs2)oc1NCC1CCCO1 (stereo not given)
  2.0%	9.8%	-2.0%	-18.4%	3.4%	nt	-1.3%	-6.7%	?
Cc1noc(C)c1S(=O)(=O)N(Cc1ccccc1)C(C)C
  4.9%	2.5%	7.9%	1.4%	4.0%	4.2%[57.1 µM]	-8.4%	?	9.1%[57.1 µM]
CCOC(=O)c1c(NC(=O)c2cccc([N+](=O)[O-])c2C(=O)O)sc2c1CCCC2
  -3.9%	1.0%	12.2%	-2.0%[56.9 µM]	-10.5%	-1.5%	-13.5%	-6.7%	-2.2%
Cc1ccc(C)c(N2CCN(S(=O)(=O)c3ccc(C4CCCCC4)cc3)CC2)c1
  -4.5%	0.3%	3.5%	-0.9%	-3.7%	-5.5%	-32.3%	0.0%	26.8%[11.4 µM]
COc1ccc(C)cc1NCc1ccc([N+](=O)[O-])cc1
  5.8%	-2.0%	-0.2%	-17.7%	1.8%	-5.8%	-7.5%	4.3%	13.6%[57.1 µM]
COc1ccc(C)cc1NC(=O)NC(C)c1ccc2c(c1)OCO2 (stereo not given)
  13.5%	-0.9%	0.2%	-30.7%	5.3%	8.5%	-19.7%	?	40.4%[activator]
O=C(O)C1CSC(c2ccccc2Cl)N1C(=O)c1ccc(Cl)cc1 (stereo not given)
  3.8%	0.2%	-14.0%	1.6%	-7.2%	-9.0%	-0.4%	-1.2%	-5.4%
CCN1CCc2c(sc(NC(=O)Cc3ccccc3)c2C(=O)OC)C1
  7.2%	3.2%	-27.9%	15.2%	1.8%	19.7%[57.1 µM]	-8.3%	?	39.1%
O=C(Nc1ccc(S(=O)(=O)N2CCOCC2)cc1)c1ccc2ncsc2c1
  -3.5%	21.2%	-5.0%	-27.5%	0.5%	-10.7%	-9.5%	?	-7.3%
CCC(C)Nc1nc2c(c(=O)n(C)c(=O)n2C)n1C (stereo not given)
  -2.7%	22.6%	-3.5%	3.5%	0.2%	-0.9%	-1.3%	5.7%	7.6%
CC(C)CC(=O)NC(=S)NNC(=O)c1ccc([N+](=O)[O-])cc1
  3.6%	-1.1%	2.5%	-47.8%	-0.8%	-13.7%	-17.3%	?	?
COc1ccc(OC)c(C2C3=C(CCCC3=O)NC3=C2C(=O)CCC3)c1
  0.8%	0.0%	nt	-3.8%	0.7%	-0.9%	4.9%	0.0%	9.0%
CC1=NNC(=O)/C1=C\c1cn(-c2ccccc2)nc1-c1ccccc1
  -6.5%	-4.7%	-1.6%	?	-12.2%	-2.5%	-23.0%	?	?
CCOC(=O)c1ccc(NC2Nc3cc(C)nn3S2)cc1 (stereo not given)
  4.3%	?	-23.4%	-35.1%	0.1%	4.7%	-21.1%	?	-12.3%
O=C(CCS(=O)(=O)c1cccc2nonc12)Nc1c(F)cccc1F
  0.0%	-0.3%	-14.8%	5.7%	-1.5%	9.7%[2.29 µM]	-11.1%	?	31.6µM*
O=C(Nc1nc2ccccc2s1)c1c(F)cccc1Cl
  6.7%	-0.4%	-1.6%	-5.6%	0.9%	-11.2%	-18.1%	2.8%	10.6%[57.1 µM]
O=C(Nc1ccccc1C(=O)NCCc1ccccc1)c1cnccn1
  0.0%	-0.1%	-12.4%	15.3%	8.8%	10.6%	-22.9%	32.7%[activator]	18.6%
Cc1ccc(=O)n(C(C(=O)NCc2ccco2)C(=O)c2ccc(F)cc2)c1 (stereo not given)
  6.5%	0.1%	-1.1%	2.3%	-0.2%	6.0%	-9.4%	-10.0%	5.3%
Cc1nnc(NC(=O)CSc2nnc(-c3ccccc3)n2C)s1
  4.2%	-0.2%	-3.1%	-5.9%	-0.7%	-11.7%[57.1 µM]	-15.7%	28.4%	39.1%[activator][57.1 µM]
O=C(c1ccc2c(=O)n3c(nc2c1)CCCCC3)N1CCN(Cc2ccccc2)CC1
  -1.2%	1.9%	0.4%	18.4%	0.7%	8.7%[57.1 µM]	-10.7%	-14.1%	-9.7%[11.4 µM]
Cc1nc2cccnc2n1-c1cccc(C(=O)N2CCN(c3ccc(Cl)cc3)CC2)c1
  0.7%	13.5%	1.3%	-14.6%	1.7%	2.6%	-11.3%	-28.2%	9.8%

Some of the entries so far, with each value named.
Molecule: O=C(Nc1ccccc1C(=O)NCCc1ccccc1)c1cnccn1
  IDH1 R132H inh: 0.0%	RXFP1 ag: -0.1%	Vif-A3F inh: -12.4%	RGS4 inhibitor: 15.3%	Vif-A3G inh: 8.8%	TrxR1 substrate: 10.6%	USP1-UAF1 inh: -22.9%	ALOX12 inh: 32.7%[activator]	rTrxR1 inhibitor: 18.6%

Molecule: Cc1ccc(=O)n(C(C(=O)NCc2ccco2)C(=O)c2ccc(F)cc2)c1 (stereo not given)
  IDH1 R132H inh: 6.5%	RXFP1 ag: 0.1%	Vif-A3F inh: -1.1%	RGS4 inhibitor: 2.3%	Vif-A3G inh: -0.2%	TrxR1 substrate: 6.0%	USP1-UAF1 inh: -9.4%	ALOX12 inh: -10.0%	rTrxR1 inhibitor: 5.3%

Carrying on:
Fields – IDH1 R132H inh	RXFP1 ag	Vif-A3F inh	RGS4 inhibitor	Vif-A3G inh	TrxR1 substrate	USP1-UAF1 inh	ALOX12 inh	rTrxR1 inhibitor
O=C(Nc1cc(F)cc(F)c1)c1ccc(NCCCN2CCCCCC2)c([N+](=O)[O-])c1
  5.2%	2.5%	10.3%	21.9%	5.3%	6.2%[57.1 µM]	-27.7%	-13.0%	10.8%
CCOc1cc(CNC(=O)NC2COc3ccccc3C2)cc(OCC)c1OCC (stereo not given)
  0.0%	5.5%	-2.1%	-16.9%	4.3%	-2.2%[57.1 µM]	-12.3%	-15.5%	5.5%[57.1 µM]
Cc1ccccc1OCC(=O)NC(=S)Nc1ccccc1N1CCN(S(C)(=O)=O)CC1
  -2.8%	2.2%	0.0%	-10.4%	2.2%	-1.8%	-4.4%	142.5%[activator]	4.4%
O=C(Cc1coc(-c2ccc(F)cc2)n1)NCc1ccccc1
  6.6%	1.3%	nt	14.9%	-2.6%	-0.3%	-14.1%	40.7%[activator]	-7.0%
CC(Oc1cccnc1[N+](=O)[O-])C(=O)N1CCc2ccccc21 (stereo not given)
  -17.4%	nt	-7.6%	-6.0%	-5.7%	-1.9%[57.1 µM]	2.1%	-23.4%	-18.6%[57.1 µM]
CCOC(=O)c1cccc(NC(=O)CSc2nnc(-c3ccoc3C)n2CCOC)c1
  7.7%	0.9%	-2.1%	-29.1%	2.1%	-7.7%	0.5%	13.8%[57.4 µM]	-4.3%
COc1cc2nc(NCc3ccccc3Cl)n3nc(-c4cccnc4)nc3c2cc1OC
  -4.9%	1.1%	7.3%	21.0%	3.9%	1.5%	23.5%	0.8%	10.3%
CCCCCCNC(=O)c1cccc(-c2ccc(C)c3ccccc23)n1
  -2.1%	3.2%	-13.0%	-10.2%	0.5%	10.0%	?	0.6%	28.3%
CCOC(=O)N1CCN(C(=O)COC(=O)c2cc(Cl)cc(Cl)c2)CC1
  2.1%	nt	7.2%	-11.8%	2.3%	4.4%	-19.3%	5.9%	12.3%
CCCNC(=O)/C(C#N)=C1\N=C(NC(=O)c2cccs2)c2ccccc21
  15.5%	-5.1%	-0.9%	-0.8%	-0.4%	11.4%	-11.1%	1.9%	37.9%
CCN(C(=S)NC(=O)C1CC1)c1ccccc1
  -6.7%	-0.6%	1.0%	-0.7%	4.6%	0.5%	-8.4%	?	5.5%
Cc1ccc(N2C(=O)c3ccccc3C2Nc2ccccc2)nc1 (stereo not given)
  -9.6%	1.2%	-1.7%	-14.9%	0.2%	2.2%[57.1 µM]	-11.8%	-9.5%	6.1%[57.1 µM]

This is a subset; count on the stated rates, not on these rows.
